Tau fluor counter – Counterscreen qHTS for Inhibitors of Tau Fibril Formation, Fluorescence Polarization; hit rate 0.93% among 280,000; tau K18 P301L Alexa594 fluorescence, heparin fibrillization; Potency, µM (titrated, usually from 57.7 µM), for the others: at the highest dose activity change, negative = decrease; note: nearly all actives have a fitted effect of over 55% in size
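Human K18 P301L tau (15 uM unlabeled plus 0.24 uM Alexa 594-labeled, final) in 100 mM sodium acetate pH 7 was mixed with compound and 20 uM heparin and incubated 6 hr at 37 C.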
Tau fibril FP – qHTS for Inhibitors of Tau Fibril Formation, Fluorescence Polarization; Microtubule-associated protein tau (Homo sapiens), P10636; K18 P301L tau heparin fibrillization, Alexa594 FP, 6 h; Potency, µM (doses to about 57.7 µM), for inactives: at the top dose activity, negative = inhibition, usual class: inhibitors; hit rate 0.39% among 280,000; AID 1468, 2008; note: nearly all actives have a fitted effect of over 55% in size
Target sequence (P10636 561-689 P618L limits assumed): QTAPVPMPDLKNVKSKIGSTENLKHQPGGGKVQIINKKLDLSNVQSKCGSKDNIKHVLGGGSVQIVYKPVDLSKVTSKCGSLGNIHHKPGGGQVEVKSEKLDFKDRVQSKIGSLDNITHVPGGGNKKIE
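Human K18 P301L fragment (15 uM unlabeled plus 0.24 uM Alexa 594-labeled) in 100 mM sodium acetate pH 7 with compound, aggregation induced by 20 uM heparin for 6 hr at 37 C. ThT (30 uM) added for 1 hr, then Alexa 594 FP read.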
GLA spleen mod – qHTS Assay for Inhibitors and Activators of Human alpha-Galactosidase From Spleen Homogenate; hit rate 0.008% among 240,000; human spleen homogenate, 4MU-alpha-Gal fluorescence, 40 min; AID 2107, 2009; Alpha-galactosidase A (Homo sapiens), P06280; Potency, µM (doses to about 80 µM), inactives show at the top dose activity change, negative = inhibition, usual class: inhibitors;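 note: 0% = enzyme with vehicle and -100% = no enzyme basal signal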
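Inhibition or activation of alpha-galactosidase in human spleen homogenate is scored by 4-MU fluorescence after 40 min at 37C, pH 5.0, with 1 mM substrate. AC50s come from concentration-response fitted to the Hill equation.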
TexasRed fluor – Total Fluorescence Counterscreen for Inhibitors of the Interaction of Thyroid Hormone Receptor and Steroid Receptor Coregulator 2; TRb/SRC2 Texas Red total fluorescence interference; Potency, µM (series often up to 106 µM), for the others: top-dose fluorescence change, negative = quenching; hit rate 0.29% among 280,000; AID 1479, 2009; active = well fitted curve in either direction with a large enough effect; inconclusive = small, poorly fitted or top-dose-only effect
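Human TRb ligand-binding domain at 0.6 uM with 20 nM Texas Red SRC2 peptide in Tris buffer containing 1 uM T3 and 5% DMSO, incubated with compound 5 h at ambient temperature. Total fluorescence (555/632 nm) calculated as parallel + 2 × perpendicular.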
Tau ThT inhib – qHTS for Inhibitors of Tau Fibril Formation, Thioflavin T Binding; Microtubule-associated protein tau (Homo sapiens), P10636; hit rate 2.1% among 270,000; recombinant tau K18 P301L, heparin-induced fibrillization, ThT fluorescence; Potency, µM (top dose mostly 57.4 µM), for inactives: at the top dose activity, negative = inhibition, hits mostly inhibitors; note: nearly all actives have a fitted effect of over 55% in size
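Using a mix of unlabeled (15 uM) and Alexa 594-labeled (0.24 uM) tau K18 P301L, heparin-triggered fibrillization over 6 hr at 37 C was scored by ThT fluorescence.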
ALDH1A1 inh – qHTS Assay for Inhibitors of Aldehyde Dehydrogenase 1 (ALDH1A1) | Purified ALDH1A1, NADH fluorescence, propionaldehyde substrate | hit rate 7.3% among 220,000 | AID 1030, 2008 | Aldehyde dehydrogenase 1A1 (Homo sapiens), P00352 | Potency, µM (titrated, usually from 75.3 µM), for inactives: top-dose activity, negative = inhibition, usual class: inhibitors; active = well fitted inhibition curve with a large enough effect, not every such curve was filed as active; inconclusive = small, poorly fitted or top-dose-only effect, or another doubt; inactive = no such curve, though single readings can be large or run the other way;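 note: plate controls were no enzyme wells and a reference inhibitor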
Target sequence (P00352 whole entry, looked up): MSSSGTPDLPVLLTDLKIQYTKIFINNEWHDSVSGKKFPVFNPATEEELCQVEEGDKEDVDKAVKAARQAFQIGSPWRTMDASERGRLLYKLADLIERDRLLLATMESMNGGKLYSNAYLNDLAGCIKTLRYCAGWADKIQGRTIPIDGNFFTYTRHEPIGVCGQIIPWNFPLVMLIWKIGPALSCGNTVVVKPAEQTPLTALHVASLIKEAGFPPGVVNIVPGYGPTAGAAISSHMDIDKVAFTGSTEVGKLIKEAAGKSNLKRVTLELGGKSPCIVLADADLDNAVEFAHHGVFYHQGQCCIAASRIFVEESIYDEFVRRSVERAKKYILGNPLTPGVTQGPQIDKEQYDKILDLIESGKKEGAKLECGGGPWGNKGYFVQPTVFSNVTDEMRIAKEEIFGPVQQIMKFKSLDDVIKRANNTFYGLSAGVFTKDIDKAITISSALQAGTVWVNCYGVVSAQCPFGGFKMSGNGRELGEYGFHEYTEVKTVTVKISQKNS
L3MBTL1 inh – qHTS Assay for the Inhibitors of L3MBTL1. Lethal(3)malignant brain tumor-like protein 1 (Homo sapiens), Q9Y468. AlphaScreen L3MBTL1–H3K9me1 peptide binding. Potency, µM (titrated, usually from 57.1 µM), for the others: at the top dose activity, negative = inhibition, actives largely listed as inhibitors. hit rate 0.66% among 230,000. AID 485360, 2010; note: nearly all actives have a fitted effect of over 60% in size
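First, the protein-peptide complex forms for 30 min at room temperature (L3MBTL1 50 nM, biotinylated H3K9me1 peptide 75 nM). Next, compounds are pin-transferred and incubated 30 min. Finally, AlphaScreen beads are added and read after 30 min.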
TRb SRC2 PPI – qHTS for Inhibitors of the Interaction of Thyroid Hormone Receptor and Steroid Receptor Coregulator 2 | TRbeta-SRC2 peptide binding, fluorescence polarization; receptor liganded with 1 µM T3 | Thyroid hormone receptor beta (Homo sapiens), P10828 | AID 1469, 2008 | Potency, µM (highest dose often 106 µM), for inactives: at the top dose activity change, negative = inhibition, actives largely listed as inhibitors | hit rate 0.065% among 280,000;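 note: plate controls were bound peptide for no effect and peptide without receptor for full effect; nearly all actives have a fitted effect of over 50% in size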
Target sequence (P10828 whole entry, looked up): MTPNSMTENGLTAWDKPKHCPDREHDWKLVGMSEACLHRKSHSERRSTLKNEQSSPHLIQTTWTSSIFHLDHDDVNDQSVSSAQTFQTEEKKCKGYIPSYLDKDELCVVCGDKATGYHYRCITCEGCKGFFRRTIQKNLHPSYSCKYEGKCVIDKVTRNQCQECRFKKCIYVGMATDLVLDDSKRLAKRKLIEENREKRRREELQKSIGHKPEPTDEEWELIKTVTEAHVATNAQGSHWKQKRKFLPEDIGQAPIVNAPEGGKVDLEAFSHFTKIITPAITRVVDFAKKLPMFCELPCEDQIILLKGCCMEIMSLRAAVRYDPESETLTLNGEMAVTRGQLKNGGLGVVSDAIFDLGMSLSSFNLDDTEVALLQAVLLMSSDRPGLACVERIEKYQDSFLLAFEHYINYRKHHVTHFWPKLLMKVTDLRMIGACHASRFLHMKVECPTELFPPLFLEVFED
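Compounds were added to 0.6 uM TRb ligand-binding domain and 20 nM Texas Red-labeled SRC2 peptide in Tris buffer containing 1 uM T3, incubated 5 hr at ambient temperature, then read by fluorescence polarization.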
The depositor's hits bear a star; ? = inconclusive; nt = not tested or not shown; [ ] = dose if it differs, or a comment. Unless noted, calls come from the whole dose curve; as a rule, active = well fitted curve in the direction sought with a large enough effect; inconclusive = small, poorly fitted or top-dose-only effect, or another doubt; inactive = no such curve, though single readings can be large; an effect the other way counts as inactive or inconclusive. Unless noted, % is set by controls: 0 for no effect and ±100 for the full control effect; potency is the fitted concentration of half-maximal effect.

Below each SMILES: Tau fluor counter, Tau fibril FP, L3MBTL1 inh, TexasRed fluor, ALDH1A1 inh, GLA spleen mod, Tau ThT inhib, TRb SRC2 PPI
1. Cc1nnc(C)n1/N=C/c1ccccc1
→ -6%, 0%, -3%, -2%, 0%, -6%, -2%, -1%
2. CCN(CC)S(=O)(=O)N1CCC(C(=O)NCc2ccc3c(c2)OCO3)CC1
→ -9%, -3%, 4%, -6%, ?, -3%, -6%, -1%
3. CCOc1ccc(-n2c(N)c(C(=O)NCc3ccco3)c3nc4ccccc4nc32)cc1
→ -15%, -4%, nt, -3%, ?, ?, -22%, 8%
4. Cn1c(SCC(=O)NCc2cccs2)nnc1-c1ccncc1
→ 1%, -1%, -4%, -2%, -4%, 6%, -4%, -4%
5. CCCCCCC(C)n1cc(C(C)=O)c(=O)n(C)c1=O (stereo unspecified)
→ -3%, 5%, 7%, -2%, -1%, -1%, -4%, 4%
6. O=S(=O)(NCCc1ccccc1)c1ccc(Cl)nc1
→ 1%, -9%, 13%, 0%[53 µM], -13%, 4%, 7%, 3%[53 µM]
7. O=C(Nc1ccccc1Cl)C1CC(=O)N(c2ccccc2)C1 (stereo unspecified)
→ -16%, -3%, -1%, -1%, ?, 6%, -9%, 7%
8. COc1ccc(OC)c(S(=O)(=O)NCC(c2cccs2)S(=O)(=O)c2ccc(F)cc2)c1 (stereo unspecified)
→ -15%, -6%, nt, 0%, nt, nt, -3%, -3%
9. CC(=O)NCCNC(=O)[C@H](Cc1ccccc1)NC(=O)c1cccs1
→ -7%, -2%, nt, 1%, 9%, -3%, -9%, -7%
10. CCOC(=O)C1CCC(CN(Cc2ccc(Cl)cc2)S(=O)(=O)c2ccc(Br)cc2)CC1 (stereo unspecified)
→ -9%, -10%, nt, -2%, nt, nt, -4%, -6%
11. Fc1ccc(CSc2ncnc3sc4c(c23)CCCC4)cc1
→ -10%, -1%, 11%, -1%, -1%, -5%, -14%, 2%
12. COC(=O)c1c(C)oc2ccc(N(C(=O)c3ccncc3)S(=O)(=O)c3ccccc3)cc12
→ -14%, 14%, -3%, 2%, -2%, 10%, ?, 2%
13. COc1ccc(C(=O)CCN2CCN(c3ccccc3F)CC2)cc1
→ -2%, 1%, 42%[activator][11.4 µM], -4%, 0.13µM*, -3%, 0%, -7%
14. O=C(COc1cccnc1[N+](=O)[O-])N1CCN(S(=O)(=O)c2ccc3ccccc3c2)CC1
→ -22%, 6%, -15%, 0%, 16µM*, -15%, -8%, -2%
15. O=C(O)CCCCNCc1ccccc1
→ 5%, 8%, nt, -5%, 2%, -12%, 7%, -3%

The list goes on, starting with the last 2 of the part before.
Below each SMILES: Tau fluor counter, Tau fibril FP, L3MBTL1 inh, TexasRed fluor, ALDH1A1 inh, GLA spleen mod, Tau ThT inhib, TRb SRC2 PPI
14. O=C(COc1cccnc1[N+](=O)[O-])N1CCN(S(=O)(=O)c2ccc3ccccc3c2)CC1
→ -22%, 6%, -15%, 0%, 16µM*, -15%, -8%, -2%
15. O=C(O)CCCCNCc1ccccc1
→ 5%, 8%, nt, -5%, 2%, -12%, 7%, -3%
16. Cc1cc(OCC(=O)c2ccc(Br)cc2)ccc1N1C(=O)CCC1=O
→ -3%, 8%, nt, -3%, ?, 18%, -4%, -4%
17. Cc1cc(C=C2C(=O)c3ccccc3C2=O)c(C)n1-c1ccc(C(=O)O)cc1
→ 0%, -2%, ?, -6%, 5.6µM*, -5%, 14µM*, 3%
18. Cc1ccc(Nc2nc(Nc3ccc(C)c(C)c3)nc(N3CCOCC3)n2)cc1C
→ ?, -9%, nt, -2%, nt, nt, -4%, 1%
19. COc1ccc2c(c1)C(NC(C)=O)C(=O)N2CCc1ccccc1 (stereo unspecified)
→ 4%, -6%, -6%, -1%[53 µM], ?, -1%, 2%, 3%[53 µM]
20. C(=N\Nc1ccc2nncn2n1)/c1ccco1
→ -8%, 2%, nt, -1%, nt, -4%, nt, 2%
21. O=[N+]([O-])c1ccc(Oc2cccc3cccnc23)c([N+](=O)[O-])c1
→ 16µM*[quencher], -7%, -1%, -4%, ?, 4%, 8.9µM*, -6%
22. CCOC(=O)C1(Cc2ccccc2)CCN(Cc2cccn2-c2cccnc2)CC1
→ -15%, -4%, -19%, -1%, -7%, 6%, -15%, 3%
23. COc1ccc(C(=O)Nc2ccc(S(=O)(=O)Nc3cc(C)nc(C)n3)cc2)cc1OC
→ 3%, 3%, -11%, -1%, 10µM*, 6%, 1%, -5%
24. COC(=O)C1(O)CC(C(C)C)=NN1C(=O)c1ccccc1 (stereo unspecified)
→ 1%, -2%, 6%, 1%, 4%, 2%, 0%, 1%
25. O=C(Nc1ccccc1)c1cc(-c2ccccc2Cl)no1
→ -18%, -2%, 5%, 1%, 7%, -3%, -13%, -1%
26. CCN(CC)CCNC(=O)c1ccc2c(=O)n3nc(Nc4cccc(Cl)c4C)sc3nc2c1
→ -28%, ?, nt, 1%, nt, nt, ?, 1%
27. CC(C)c1cc(-c2nc(-c3ccc(Br)cc3)no2)n[nH]1
→ -18%, -11%, nt, -2%, nt, nt, -18%, 0%
28. Cc1ccc2c(c1)-c1c(cnc3cc(-c4ccc(F)cc4)nn13)CO2
→ -8%, -12%, nt, 0%, nt, nt, 4%, 0%
29. CCC(C)NC(=O)C1c2ccccc2Oc2ccccc21 (stereo unspecified)
→ 0%, 2%, 59%[activator], -3%, 8%, 7%, -2%, 0%
30. COc1cc(CNc2nnnn2C)ccc1OCc1c(F)cccc1Cl
→ -6%, -10%, 3%, -2%, -1%, -8%, -5%, -2%
31. COc1ccc(NC(C)=O)cc1NC(=O)CN1CCN(C(=O)c2ccco2)CC1
→ -3%, -5%, 10%, -1%, 4%, -4%, 2%, -5%
32. CCN1CCN(Cc2c(O)ccc3c(=O)c(-c4ccccc4OC)coc23)CC1
→ -4%, 11%, 0%, -1%, ?, -5%, -1%, -10%
33. CC(CC1C(C#N)=C(N)SC(N)=C1C#N)c1ccccc1 (stereo unspecified)
→ -15%, -10%, 5%, -3%, 10µM*, 2%, ?, 1%
34. CCC(CC)C(=O)Nc1cccc(S(=O)(=O)c2cccc(NC(=O)C(CC)CC)c2)c1
→ -1%, -9%, nt, 0%, -10%, 26%, 13%, -9%
35. CC(C)(C)c1ccc(C(=O)c2c[nH]c(C(=O)NCc3ccco3)c2)cc1
→ -1%, -16%, -2%, 0%, 2%, 1%, 0%, 8%
36. COc1ccc(C(C)=O)c(O)c1
→ -6%, -5%, nt, -3%, ?, 1%, -2%, 1%
37. COc1ccc(/C=N/NC(=O)C(=O)N2CCCC2)cc1
→ 3%, 4%, -3%, -4%, 2%, -9%, -5%, 2%
38. O=C(Nc1ccc(OC(F)F)c(Cl)c1)Nc1ccc2c(c1)OCO2
→ 5µM*[quencher], 13%, -6%, -3%, 0%, 3%, ?, -8%
39. CCOC(=O)c1noc2ncnc(Nc3cc(Cl)c(OC)cc3OC)c12
→ -6%, -7%, nt, -9%, nt, nt, -1%, -5%
40. Cc1ccc(CN(C(=O)COc2ccc(Br)cc2)c2ccccn2)o1
→ -12%, -3%, nt, -1%, nt, nt, -3%, -3%
41. CC(=O)c1cccc(NC(=O)C(C)n2c(=O)cc(-c3ccccc3)c3c(C)nn(C)c32)c1 (stereo unspecified)
→ -16%, 10%, nt, ?, nt, nt, -6%, -21%
42. O=c1cc(O)c2ccccc2n1Cc1ccccc1Cl
→ 4%, 8%, 10%, -2%, ?, 2%, -1%, 6%
43. Oc1c(/C=N/Nc2cccc3cccnc23)ccc2ccccc12
→ ?, 9%, -2%, 9%, 13%, -12%, ?, -24%
44. CC(=O)c1ccccc1NS(=O)(=O)c1ccccc1Cl
→ -7%, -11%, 3%, -1%, -4%, 2%, 3%, 2%
45. O=C(/C=C/c1ccccc1)OC1CC(O)C2(O)C=CO[C@@H](OC3OC(CO)C(O)C(O)C3O)C12 (stereo partly specified)
→ -3%, -12%, nt, -1%, -2%, ?, 0%, 3%
46. Cc1c(NC(=O)CCC2CCCCC2)c(=O)n(-c2ccccc2)n1C
→ -11%, -2%, 18%, 0%, ?, 1%, -12%, -25%
47. O=c1cc2nc(-c3cccs3)nc(SCCOc3ccc(Cl)cc3)n2[nH]1
→ -10%, -5%, nt, -1%, nt, nt, -7%, 2%
48. CC1=C(C(=O)OCC(C)C)C(c2cccc(F)c2)N2C(=O)C(C)SC2=N1 (stereo unspecified)
→ -11%, -1%, -3%, -6%, 0.45µM*, -2%, -6%, -9%
49. O=C(CCC(=O)OCC(=O)c1ccccc1)Nc1cccc2cccnc12
→ -6%, 1%, 3%, 1%, 8%, 6%, -9%, 2%
50. Cc1ccc(Cn2cc(S(=O)(=O)c3ccccc3)c(=O)c3cc(F)c(N4CCOCC4)cc32)cc1
→ -13%, 2%, nt, -3%, nt, nt, -5%, 2%
51. Cc1ccc(OCC(=O)NNC(=O)C2CCN(c3nccc(C)n3)CC2)cc1
→ -1%, -3%, -2%, 0%, -2%, 5%, -6%, -13%
52. Cc1ccc(S(=O)(=O)NCC(=O)OCC(=O)Nc2ncc(Cl)cc2Cl)cc1
→ -8%, 3%, -21%, 0%, -5%, 2%, -15%, -4%
53. COc1cc(/C=N/N2C(=O)c3ccccc3NC2(C)c2cccc([N+](=O)[O-])c2)cc(Br)c1O (stereo unspecified)
→ ?, 10%, -14%, 0%, -2%, -4%, ?, -5%
54. CCN(CC)CCNc1nc(-c2cccs2)c(CC(=O)O)s1
→ -2%, 2%, 2%, -5%, 20µM*, -7%, -14%, -6%
55. CCOC(=O)c1sc(N(Cc2ccccc2)C(=O)CSc2nnc(C3CC3)n2N)nc1C
→ -9%, 1%, -5%, 0%, -9%, -3%, -1%, -10%
56. CC(=O)NCCn1c(SCC(=O)NCC2CCCO2)nc2ccccc2c1=O (stereo unspecified)
→ 0%, -2%, -4%, -1%, 2%, 1%, 2%, -17%
57. c1ccc(C2(CNc3ccccn3)CCCC2)cc1
→ -8%, 2%, nt, -2%, -4%, -6%, -11%, 5%
